# High-throughput results (PubChem)
# EWS-Fli block: blocks EWS/Fli oncoprotein-driven transcription. A673 NR0B1-luciferase reporter, viability-normalised. inhibition, % at 12.6 µM. 350,000 compounds, 0.67% hits;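 active = mean inhibition of at least 50% after viability correction, with every replicate also passing that limit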;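 also: firefly luciferase signal divided by Alamar Blue viability fluorescence both relative to DMSO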
# FN deposit inh: fibronectin deposition inhibition. AH1F fibroblasts, Alexa488-fibronectin deposition fluorescence, overnight. 350,000 compounds, 0.086% hits. inhibition, % at 12.6 µM;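 active = mean inhibition across replicates of 30% or more, regardless of how many single replicates reach that level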;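 also: positive control wells lacked labelled fibronectin entirely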
#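 Assay system: AH1F fibroblasts / Quantity: 10000 cells per well / Medium: DMEM plus 2% serum, read in PBS / Reagent: labelled fibronectin 24 nM / Dosing: single dose, pinned / Times: 1 h cell attachment, overnight exposure to compound and label / Signal: fluorescence, ex 485 nm, em 525 nm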
# Xi reactivation: X-chromosome reactivation activator; activation, % at 7.58 µM; 360,000 compounds, 0.055% hits; XiGFP mouse fibroblasts, % GFP-positive cells imaging, 3 d; cells co-treated with 5-aza-dC sensitizer; scaled so ellipticine positive control = 100%;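 active = mean normalized replicate activation at least 10% and every replicate at or above 10%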;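 also: 0% = median of on-plate neutral control wells and 100% = ellipticine 6 µM median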
#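 Assay system: SV40-immortalized XiGFP fibroblast cells, line 68-5-11; buffer or medium: DMEM plus 5-aza-dC sensitizer; compound: one concentration, pinned; timing: compounds 3 days, fix/stain 15 min at room temperature; benchmarks: positive control ellipticine, 6 µM final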
# E-selectin induc: E-selectin induction on HUVECs; P16581; HUVEC E-selectin immunofluorescence imaging; normalized: neutral wells 0, TNF-alpha wells 100; activation, % at 7.58 µM; 260,000 compounds, 0.37% hits; AID 686992;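 active = mean E-selectin-positive cell signal at least 10% of the positive control, reached in at least 60% of replicates, without over 20% cell loss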;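 also: in these data hits start at about 27%; measured in HUVEC primary endothelial cells; signal is the percent of cells scored E-selectin positive by PE staining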
#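 Assay system: HUVEC, human umbilical vein endothelial cells / Amount: 3,000 HUVEC/well / Controls: TNF-alpha positive control, DMSO neutral control / Compound dosing: single concentration / Medium: EGM-2 over gelatin coat / Evaluation: percent E-selectin-positive cells / Signal: immunofluorescence imaging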
# S100A4 MyoIIA: inhibitors of human S100A4 binding to myosin IIA peptide; S100A4/TAMRA-MyoIIA peptide fluorescence polarization; inhibition, % at 10.7 µM; 360,000 compounds, 0.14% hits;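 active = mean inhibition of at least 70% across replicates, with every replicate also reaching that level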
# Target sequence (P26447 whole entry, looked up): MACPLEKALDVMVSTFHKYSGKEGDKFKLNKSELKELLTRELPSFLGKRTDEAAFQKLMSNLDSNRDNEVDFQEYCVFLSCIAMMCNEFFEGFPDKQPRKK
#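 assay system = human S100A4 monomer with TAMRA-labelled myosin IIA peptide | also added = labelled myosin peptide probe, 5 nM | incubation = 5 min between mix addition and reading | control set = DMSO and TFP controls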
# esBAF inh: SWI/SNF esBAF complex inhibition; 350,000 compounds, 2% hits; mouse ES cells, Bmi1-luciferase knock-in reporter, 24 h; 100% = twice the neutral-well signal; AID 602393; reporter increase, % at 12.5 µM; in the data active = activation above about 40%;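 also: 0% = median of the plate's neutral control wells and 100% = double that signal; a rise in the Bmi1 reporter signal indicates esBAF inhibition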
# RAD52 inh: inhibitors of human RAD52 DNA annealing; inhibition, % at 18.7 µM; recombinant RAD52 DNA annealing, FRET fluorescence; 360,000 compounds, 0.46% hits;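 active = every replicate showing at least 50% inhibition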
# RAD54 branch: inhibitors of human RAD54 branch migration. RAD54 Holliday junction branch migration, FAM/BHQ fluorescence. inhibition, % at 10.4 µM. 360,000 compounds, 0.14% hits. Q92698;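 active = mean normalized replicate activity at least 40 and at least half of replicates scoring 40 or more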;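 also: 0% = median of neutral control wells and 100% = median of positive control wells; inhibitors cause a drop in the FAM fluorescence signal; in these data hits start at about 50%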
# Target sequence (Q92698 whole entry, looked up): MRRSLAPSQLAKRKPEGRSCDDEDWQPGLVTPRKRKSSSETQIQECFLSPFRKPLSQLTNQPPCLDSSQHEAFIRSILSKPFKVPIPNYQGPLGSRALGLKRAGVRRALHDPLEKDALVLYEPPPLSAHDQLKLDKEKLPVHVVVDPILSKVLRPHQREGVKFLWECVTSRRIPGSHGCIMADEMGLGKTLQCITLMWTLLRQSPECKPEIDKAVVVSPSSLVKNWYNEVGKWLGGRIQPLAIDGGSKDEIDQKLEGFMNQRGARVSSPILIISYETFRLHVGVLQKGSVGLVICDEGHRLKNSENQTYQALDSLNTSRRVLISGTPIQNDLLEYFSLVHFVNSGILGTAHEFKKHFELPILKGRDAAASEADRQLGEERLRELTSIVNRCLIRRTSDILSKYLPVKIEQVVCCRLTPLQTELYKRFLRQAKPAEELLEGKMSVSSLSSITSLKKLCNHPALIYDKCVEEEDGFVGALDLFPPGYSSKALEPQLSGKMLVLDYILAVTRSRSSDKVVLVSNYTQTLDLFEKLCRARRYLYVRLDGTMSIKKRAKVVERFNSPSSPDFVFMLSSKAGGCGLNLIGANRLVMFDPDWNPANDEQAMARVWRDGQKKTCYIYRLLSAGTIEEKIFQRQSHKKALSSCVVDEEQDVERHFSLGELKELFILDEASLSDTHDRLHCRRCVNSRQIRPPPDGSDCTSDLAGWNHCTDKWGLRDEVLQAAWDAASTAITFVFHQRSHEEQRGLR
# Active calls of the source: *; i = inactive; · = not tested or not shown.
SMILES,EWS-Fli block,FN deposit inh,Xi reactivation,E-selectin induc,S100A4 MyoIIA,esBAF inh,RAD52 inh,RAD54 branch
O=C(c1ccccc1F)N1C[C@H]2[C@@H](c3ccccc31)[C@@H](CO)N2CC1CCCCC1,13,·,0.2,-0.5,-21,-1,-40,3
CC=Cc1ccc2n(c1=O)C[C@H]1[C@H](CO)[C@@H](C(=O)NCC3CC3)N(C(C)=O)[C@@H]21 (mixture of isomers),-17,·,0.2,-0.1,-2,·,-3,·
Cc1cc(N/C=C\c2nnnn2-c2ccccc2)no1,·,-2,0.0,·,·,14,·,2
O=C(CNC(=O)C(c1ccccc1)c1ccccc1)N/N=C/c1ccc(O)cc1O,26,17,0.2,3.9,1,-7,-18,·
CN(C(=O)CCNC(=O)Cn1cnc2ccccc2c1=O)c1ccccc1F,2,1,0.0,·,5,-3,-13,3
COc1ccc(C(=O)NC(=S)NCCO)cc1Br,-10,·,·,·,1,13,-14,·
COc1ccccc1CNC(=O)C[C@H]1C[C@@H]2c3cc(NS(C)(=O)=O)ccc3O[C@@H]2[C@@H](CO)O1,-3,-27,0.2,-0.5,28,-3,-14,4
CN(c1ccccc1)S(=O)(=O)c1cccc(C(=O)NCCc2c[nH]c3ccccc23)c1,26,4,·,1.1,-8,5,-16,-1
CCCNC(=O)C[C@@H]1C[C@H]2c3cc(NS(=O)(=O)c4ccc(OC)cc4)ccc3O[C@H]2[C@@H](CO)O1,0,2,0.0,0.5,·,3,·,-3
Cc1cccc(N(CC(=O)NC2CCCCC2)C(=O)Cn2nnc(-c3ccc(C)o3)n2)c1,-3,3,0.1,4.5,17,·,-21,·
O=C(C[C@H]1C=C[C@@H](NC(=O)C2CCC2)[C@H](CO)O1)NCc1ccncc1,3,-6,0.6,-0.1,-4,-4,9,-2
COC(=O)c1ccc(CSc2ccc3nnc(-c4ccc(F)cc4)n3n2)o1,6,11,0.2,0.0,-3,·,-13,·
O=C(NNC(=S)Nc1ccccc1Cl)c1ccccc1Cl,·,·,0.1,-0.6,-5,53*,-13,-1
C/C(=N\NC(=O)c1ccccc1O)c1ccc(Br)s1,-10,4,-0.1,·,2,·,7,·
CC(=O)c1cccc(NC(=O)NC2CCCCCCC2)c1,-36,7,0.5,·,-4,·,-6,-6

# Single records (already shown). Values in the order: EWS-Fli block, FN deposit inh, Xi reactivation, E-selectin induc, S100A4 MyoIIA, esBAF inh, RAD52 inh, RAD54 branch
# O=C(c1ccccc1F)N1C[C@H]2[C@@H](c3ccccc31)[C@@H](CO)N2CC1CCCCC1 as listed: 13, ·, 0.2, -0.5, -21, -1, -40, 3
# CC=Cc1ccc2n(c1=O)C[C@H]1[C@H](CO)[C@@H](C(=O)NCC3CC3)N(C(C)=O)[C@@H]21 (mixture of isomers) as listed: -17, ·, 0.2, -0.1, -2, ·, -3, ·

# The list continues.
SMILES,EWS-Fli block,FN deposit inh,Xi reactivation,E-selectin induc,S100A4 MyoIIA,esBAF inh,RAD52 inh,RAD54 branch
Cc1ccc(NC(=O)C(NC2CCCc3ccccc32)c2ccccc2)c([N+](=O)[O-])c1 (stereo unspecified),·,-2,0.2,·,·,36,·,1
O=C(Nc1cc(F)ccc1F)N[C@@H]1CC[C@H](CC(=O)N2CCc3ccccc3C2)O[C@@H]1CO,5,1,0.0,0.1,-8,11,-20,2
Cc1cc(C)c2c(N)c(C(=O)Nc3ccc(C)c(C)c3)sc2n1,-57,6,0.0,0.2,-3,-22,-13,2
Cc1ccc(C)c(OCCC(=O)OCC(=O)N2CCN(c3ccccc3)CC2)c1,12,9,0.6,-2.8,-2,-3,0,2
CC1(C)CC(=O)C(=CN2CCOCC2)C(=O)C1,5,-2,0.0,·,0,-2,-13,6
C[C@H](CO)N1C[C@H](C)[C@H](CN(C)Cc2ccncc2)OCCCC[C@H](C)Oc2ccc(NS(=O)(=O)c3cn(C)cn3)cc2C1=O,-7,·,0.0,0.0,29,0,-6,-6
CC(=O)Nc1cccc(NC(=O)COc2ccc3c(c2)CCC3)c1,-56,-3,0.2,0.1,-1,10,-15,-3
Cc1[nH]n2c(=O)c3c(nc2c1-c1ccc(F)cc1)CCCC3,24,-8,0.0,·,4,·,-30,·
CC(C)c1cc(C(=O)NC2CCCCCC2)c2ccccc2n1,-4,-1,0.1,0.0,10,-5,-2,-5
O=C(C[C@H]1C[C@@H]2c3cc(NS(=O)(=O)c4ccc(F)cc4)ccc3O[C@@H]2[C@@H](CO)O1)NCc1cccc(F)c1,-9,-4,0.3,0.1,3,13,5,7
COc1ccccc1-c1cc2nc(C)c(CCC(=O)NCc3ccc(F)cc3)c(C)n2n1,1,4,0.0,·,2,·,-8,3
COc1cccc(CN2CC3(CN(CC4CCOCC4)C3)c3c([nH]c4cc(OC)ccc34)[C@@H]2CO)c1,1,6,0.2,-0.2,-4,·,24,·
COc1ccc(/C=C2\SC(=O)N(CC(=O)NCCCn3ccnc3)C2=O)cc1,·,-1,0.5,·,2,39,-11,8
COc1cccc(CN2CC(C(=O)NCCOc3ccccc3)CCC2=O)c1 (stereo unspecified),·,-1,0.1,0.4,-5,2,3,11
O=C(Cc1ccsc1)NNC(=O)c1ccccc1O,-24,2,0.0,2.1,0,·,-6,6

# As entered above.
# FN deposit inh, Cc1ccc(NC(=O)C(NC2CCCc3ccccc32)c2ccccc2)c([N+](=O)[O-])c1 (stereo unspecified) : -2
# FN deposit inh, COc1ccc(/C=C2\SC(=O)N(CC(=O)NCCCn3ccnc3)C2=O)cc1 : -1
# RAD52 inh, O=C(Cc1ccsc1)NNC(=O)c1ccccc1O : -6
# esBAF inh, O=C(Nc1cc(F)ccc1F)N[C@@H]1CC[C@H](CC(=O)N2CCc3ccccc3C2)O[C@@H]1CO : 11

# Following part:
SMILES,EWS-Fli block,FN deposit inh,Xi reactivation,E-selectin induc,S100A4 MyoIIA,esBAF inh,RAD52 inh,RAD54 branch
CCCOc1ccc(N2C(=O)CC(NNC(=O)c3ccc(COc4ccccc4)o3)C2=O)cc1 (stereo unspecified),3,2,0.0,0.9,-4,·,-20,·
COc1ccc(NC(=O)N(C)C[C@@H]2Oc3cc(-c4ccncc4)ccc3S(=O)(=O)N([C@H](C)CO)C[C@@H]2C)cc1,3,-10,0.1,0.4,20,2,3,-9
O=C(C[C@H]1C[C@@H]2c3cc(NC(=O)Nc4ccccc4)ccc3O[C@@H]2[C@H](CO)O1)NC1CCCCC1,-2,6,0.5,1.5,-18,1,-3,-4
CCC(=O)N1CCCCN2[C@H](C1)[C@@H](c1ccc(-c3cccc(C#N)c3)cc1)[C@@H]2CO,5,·,0.1,-0.1,-2,-1,-2,-4
C[C@H](CO)N1C[C@H](C)[C@H](CN(C)CC2CC2)Oc2ccc(NS(=O)(=O)c3ccc(F)cc3)cc2C1=O,·,-12,-1.3,23,22,-2,-2,9
CC[C@@H](C)[C@H](C(CC(=O)N1CCCC1[C@@H](OC)[C@H](C)C(=O)N[C@H](Cc1ccccc1)c1nccs1)OC)N(C)C(=O)[C@H](NC(=O)[C@@H](C(C)C)N(C)C)C(C)C (stereo partly specified),30,-10,0.2,1.1,-1,·,-10,·
O=C(Nc1ccc(S(=O)(=O)NCC2CCCO2)cc1)c1cnccn1 (stereo unspecified),-2,3,0.0,0.9,-3,2,-3,1
Cc1noc(C)c1CSCC(=O)Nc1cc(S(C)(=O)=O)ccc1Cl,5,-3,0.1,1.5,-2,-1,9,1
CNC(=O)Cn1nc(-c2ccc(C)cc2)c2ccccc2c1=O,-7,-1,0.1,0.0,-13,0,1,-3
O=C(Cc1cccs1)NCc1ccc(Cl)cc1,-26,0,-0.1,-0.2,-1,21,-22,7
COc1ccc(N2C(=O)C3CCCN3C2c2cc(OC)c(OC)c(OC)c2)cc1 (stereo unspecified),8,-17,0.3,-0.2,3,2,-26,-4
COc1ccc2c(c1)c(CCNNC(=O)C(C)(C)C)c(C)n2C(=O)c1ccc(Cl)cc1,2,-9,0.0,-0.1,-5,3,-14,-3
Cc1ccc(C(=O)CCC(=O)OCC(=O)NNC(=O)c2ccccc2Cl)cc1,-8,·,0.0,0.4,1,-2,-14,-18
Cc1ccnc(NC(=O)c2ccc3[nH]c(=O)c(=O)[nH]c3c2)c1,·,6,-0.1,·,-11,6,-5,5
O=C(C(=O)N1CCC(CNS(=O)(=O)c2cc(C(F)(F)F)cc(C(F)(F)F)c2)CC1)c1cccs1,12,-3,0.0,0.0,0,·,-14,·
O=C(COC(=O)c1cccc([N+](=O)[O-])c1)c1ccc(OCc2ccccc2)cc1,-45,-5,0.0,0.1,-3,·,-4,·
COc1ccc(-c2ccc(NCCN3CCOCC3)nn2)cc1OC,2,1,0.0,·,0,-3,-2,0
NC(c1csc(Nc2ccccn2)n1)C1CCCCC1 (stereo unspecified),-8,1,0.1,0.0,11,-5,-2,-2
CC(=O)NCCNC(=O)c1cc(-c2cccc3ccccc23)nc2ccccc12,-2,·,0.3,1.2,16,-7,0,8
COCCSc1ccccc1C(=O)Nc1cc([N+](=O)[O-])ccc1OC,10,1,0.4,2.2,-2,·,-5,·
C[C@@H]1CCCCO[C@H](CN(C)Cc2ccccc2)[C@H](C)CN([C@H](C)CO)C(=O)c2cc(N(C)C)ccc2O1,-1,·,-0.1,0.2,7,-3,-5,-1
COc1cccc(NC(=O)CCN2C(=O)c3ccc([N+](=O)[O-])cc3C2=O)c1,2,10,0.1,·,-7,·,-2,·
CCOc1ccc(Oc2ccc(NC(=O)[C@@H](NC(N)=O)[C@@H](C)CC)cc2)cc1,-8,-6,-0.2,0.4,14,·,-5,-6
COc1ccccc1C(=O)NCC(=O)N=Nc1c(O)n(C(C)C)c2ccccc12,·,8,0.1,·,-1,-3,-5,18
CC(NC(=O)C(NC(=O)C(Cc1c[nH]c2ccccc12)NC(=O)OC(C)(C)C)C(C)C)C(N)=O (stereo unspecified),11,-2,0.0,·,2,-5,-3,0
CCN(CC)S(=O)(=O)c1ccc(NC(=O)CSc2nc3nc(C)cc(C)c3c(=O)[nH]2)cc1,4,-5,-0.1,-0.2,-3,-6,-31,-1
COc1cccc(/C(O)=C/c2nc3ccc(C(=O)NCCc4ccc(Cl)cc4)cc3[nH]c2=O)c1,-12,3,0.1,-1.8,-2,·,i,·
COc1ccc(NC(=O)COc2ccccc2)cc1Cl,-27,-3,0.1,·,3,16,-3,-1
O=C(NC1CCCC1)N1CC2(C1)[C@H](c1ccccc1)[C@@H](CO)N2S(=O)(=O)Cc1ccccc1,-12,-2,0.1,0.1,16,·,2,·
CCn1c(=S)[nH]c2cc(S(=O)(=O)N3CCOCC3)ccc21,3,-1,0.0,0.1,-2,-14,-8,9
O=C(Nc1nccs1)c1ccc(S(=O)(=O)N2CCOCC2)cc1,6,-10,1.3,0.3,-2,·,12,·
CCCN(C)C[C@@H]1Oc2cc(C#Cc3ccccn3)ccc2S(=O)(=O)N([C@H](C)CO)C[C@@H]1C,10,-6,-0.6,0.2,4,6,-13,-2
Cc1ccc(Oc2ccc(S(=O)(=O)NCC(C)(C)N3CCOCC3)cc2)cc1,9,-2,0.5,·,6,-2,-19,-8
O=C(CN1C(=O)CC(c2ccccc2)S(=O)(=O)c2ccccc21)N1CCCCC1 (stereo unspecified),-9,-11,0.0,0.2,1,·,-12,·
COc1ccc(OC)c(S(=O)(=O)NC2CC2)c1,4,-7,0.3,1.0,2,6,-18,1
N#CC(=Cc1cccs1)c1nc(-c2ccc(Cl)cc2)cs1,-53,-2,0.2,-3.8,2,·,-260,5
